Screening data (PubChem)
FBW7 act = human FBW7 E3 ligase activation, primary screen. Q969H0. 650,000 compounds, 0.13% hits. AlphaScreen FBW7–phospho-cyclin E peptide binding, activator screen. normalized activity (activation), % at 26.1 µM; in the data active = normalized activity above about 1.9%;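 also: purified mutant Fbw7 with reduced substrate affinity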
Target sequence (Q969H0 whole entry, looked up): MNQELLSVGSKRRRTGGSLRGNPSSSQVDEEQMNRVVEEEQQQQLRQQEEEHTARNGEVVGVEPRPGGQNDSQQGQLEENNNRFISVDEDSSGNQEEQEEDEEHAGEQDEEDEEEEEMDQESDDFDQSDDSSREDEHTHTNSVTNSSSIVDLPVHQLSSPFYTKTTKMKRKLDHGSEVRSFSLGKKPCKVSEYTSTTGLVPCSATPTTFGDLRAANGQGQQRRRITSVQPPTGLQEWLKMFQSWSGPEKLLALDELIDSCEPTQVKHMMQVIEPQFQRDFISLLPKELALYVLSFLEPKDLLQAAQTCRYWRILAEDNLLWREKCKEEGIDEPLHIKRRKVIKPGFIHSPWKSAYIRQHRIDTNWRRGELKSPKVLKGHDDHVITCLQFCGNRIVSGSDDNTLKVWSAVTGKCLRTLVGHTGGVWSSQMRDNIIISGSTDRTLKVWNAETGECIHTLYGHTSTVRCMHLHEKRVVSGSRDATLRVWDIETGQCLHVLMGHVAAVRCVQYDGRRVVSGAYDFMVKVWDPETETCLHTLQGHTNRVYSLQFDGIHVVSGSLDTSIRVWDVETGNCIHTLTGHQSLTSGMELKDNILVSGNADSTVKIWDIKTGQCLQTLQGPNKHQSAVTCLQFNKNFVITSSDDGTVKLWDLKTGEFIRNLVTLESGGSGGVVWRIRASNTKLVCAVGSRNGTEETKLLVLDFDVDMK
TEAD-YAP block = TEAD-YAP interaction inhibition; HEK-TIYL cells, TEAD-Gal4/YAP UAS-luciferase luminescence; inhibition, % at 9.12 µM; 640,000 compounds, 1.4% hits; in the data active = inhibition above about 32%;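 also: 0% = median of test compound wells and 100% = reference inhibitor wells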
GPR151 ag = human GPR151 activation. activation, % at 11.2 µM. 650,000 compounds, 1% hits. AID 1508602. Q8TDV0. PathHunter beta-arrestin GPR151 cells, luminescence; in the data active = activation above about 4.9%;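 also: 0% = median of compound wells and 100% = cells with positive control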
MITF primary = human MITF inhibition, primary screen | AID 1259374 | AlphaScreen MITF homodimerization, bead proximity signal | inhibition, % at 2.6 µM | 650,000 compounds, 0.91% hits; in the data active = inhibition above about 50%;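 also: 0% = vehicle wells with protein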
* marks the source's active call; other numbers are inactive results.

SMILES	FBW7 act	TEAD-YAP block	GPR151 ag	MITF primary
O=C1C2C3C=CC(O3)C2C(=O)N1c1cc([N+](=O)[O-])ccc1Cl (stereo not given)	-0.1	3.5	-0.7	-8.8
Cc1ccc(/C=N/NC(=O)CNC(=O)c2ccccc2C(F)(F)F)o1	0.1	-3.2	-0.1	-5.9
Cn1c(N)c(C(=O)COC(=O)c2ccccc2O)c(=O)n(C)c1=O	0.1	8.7	-0.8	14.0
NS(=O)(=O)c1ccc(S(=O)(=O)N2CCCC2)cc1	0.0	0.2	-0.6	2.5
COc1ccc(CCNC(=O)CCn2c(=O)[nH]c3ccsc3c2=O)cc1OC	0.0	2.6	0.1	14.1
CC(=O)c1c(C)[nH]c(C(=O)CN2CCN(C(=O)c3ccccc3)CC2)c1C	-0.1	-2.2	0.3	1.8
Cc1cc(C(=O)Nc2cc(C(F)(F)F)ccc2N2CCOCC2)ccc1[N+](=O)[O-]	0.4	3.1	-1.2	19.4
O=C(Nc1ccccc1OCC(F)(F)C(F)F)c1cccc2ccccc12	-0.1	-0.9	0.1	-2.7
O=C(Nc1ccccc1Cc1ccccc1)c1cccnc1	-0.1	2.1	-1.4	6.1
CCCOc1ccc(/C=c2\sc3nc4c(C)cccc4n3c2=O)cc1OC	-0.1	10.6	0.4	-3.5
Cn1c(Nc2nc3ccc(C(=O)Nc4ccc(N5CCOCC5)cc4)cc3s2)nc2ccccc21	-0.1	7.3	0.3	9.7
CSC(=CC(=O)c1ccccc1)SC	-0.2	-10.2	-0.3	0.2
CC(C)(C)C(=O)NC1CCN(CC(=O)Nc2ccccc2C(F)(F)F)CC1	0.2	10.0	-0.5	2.4
CCOC(=O)c1c(NC(=O)c2ccccc2C)sc(C)c1C	0.0	-0.6	1.3	-11.1
CN1CCN(C(=O)c2c(NC(=O)c3ccccc3)sc3c2CCCC3)CC1	-0.1	8.0	0.6	-2.3
CCC(NC(=O)CCc1nnc(CCc2ccccc2OC)o1)c1ccc(F)cc1 (stereo not given)	0.0	-8.0	0.6	-5.4
CC(=O)Nc1ccc(NC(=O)c2cccc(-c3ccc(C(N)=O)cc3)n2)cc1	-0.2	5.2	12.6*	5.2
CC(C)(C)C1CCC2(CC1)N=C(c1cccc(F)c1)C(=O)N2 (stereo not given)	0.1	9.3	4.1	4.0
Cc1ccc(-c2sc(C)nc2CC(=O)O)cc1	0.0	0.3	0.8	-11.7
Cc1cc(Sc2nc(N)ncc2[N+](=O)[O-])ncn1	0.5	-1.9	-2.2	1.3
Nc1cccc(-c2ncc(C(=O)NC3CCN(Cc4ccccc4)CC3)s2)c1	-0.1	-4.7	-0.7	5.2
Cc1ccc(-c2nc3cc(Cl)ccc3o2)cc1NCc1ccccc1O	0.0	-0.6	-1.3	-0.5
S=C(Nc1ccc(Cl)cc1Cl)NN1CCOCC1	0.0	-3.9	-0.1	-0.1
Cc1ccc(-c2c(C)n([O-])c3c([n+]2=O)CCCC3)cc1	0.1	-1.2	-1.1	5.6
CC1=C(C#N)C(C(F)(F)F)(C(F)(F)F)N=C(C2CCCCC2)N1	0.0	7.0	1.6	10.8
Cc1cc(CN2CCOCC2)oc1C(=O)N1CCC2(CC1)Nc1ccccc1-n1cccc12	0.0	20.1	0.4	10.0
CCCNS(=O)(=O)c1cccc2nonc12	0.1	-4.2	-1.9	13.5
CC1CCCC(C)N1C(=O)C1C2CCC(O2)C1C(=O)O (stereo not given)	0.3	-1.5	-0.3	24.2
CC1CCCCC1NC(=O)CN1C(=O)COc2ccc(S(=O)(=O)N3CCCC3)cc21 (stereo not given)	-0.1	2.2	0.3	-9.5
Cc1cc(NS(=O)(=O)c2ccc(NC(=O)COc3ccc(Br)c(C)c3)cc2)no1	-0.1	0.3	0.5	-14.0
C=CCNC(=O)c1ccc2cnccc2n1	-0.2	15.6	-0.1	-3.2
CC12CCC(C(=O)Nc3ccccc3Cl)(C(=O)C1=O)C2(C)C (stereo not given)	0.2	-12.0	0.7	17.0
COc1cc(NC(=O)Nc2cccc(-c3ccc(N4CCCC4)nn3)c2)cc(OC)c1	-0.3	-8.2	-1.7	-15.8
COCCN(C(=S)Nc1ccccc1C)C(C)c1cccnc1 (stereo not given)	0.1	0.1	-0.2	2.7
COC(=O)CNC(=O)CC1C(=O)NCCN1Cc1ccc(F)cc1 (stereo not given)	0.1	-2.0	-0.9	-15.4
Cc1cc(C)c(OCC(O)Cn2cnc3cc(C)c(C)cc32)c(C)c1 (stereo not given)	0.7	12.3	0.1	14.4
C=CCN(c1ccc(C(=O)Nc2ccccc2CC)cc1)S(C)(=O)=O	-0.1	-2.6	-0.5	1.0
Cc1ccc(S(=O)(=O)N(CC(=O)N2CCN(C)CC2)Cc2cccc(C)c2)cc1	0.7	10.5	4.2	9.6
COc1ccc(N2CCN(C(=O)C3(S(=O)(=O)c4ccc(C)cc4)CC3)CC2)cc1	0.1	-2.9	-0.1	-16.4
N#CC1=C(N)Oc2n[nH]c(C(F)(F)F)c2C1c1cccc([N+](=O)[O-])c1 (stereo not given)	0.0	10.2	-0.4	5.8
COCCNC(=O)c1ccc(NCC2CCCO2)c([N+](=O)[O-])c1 (stereo not given)	0.6	-1.7	0.5	7.8
COc1ccc(OCc2cc(C(=O)NCC(C)(C)CO)no2)c(Cl)c1	-0.1	-27.0	0.4	5.3
O=C(CN(C(=O)CNC(=O)c1ccco1)c1ccc2c(c1)OCO2)NC1CCCC1	0.1	0.5	-0.7	14.0
COc1ccc(-n2c(C)nc3cc(C(=O)NCC(OC)OC)ccc32)cc1	0.0	8.0	0.6	9.9
CCc1ccccc1NS(=O)(=O)c1ccc2c(c1)oc(=O)n2C	0.0	8.2	0.3	5.5
Cc1ccc(C(C)C)c(OCC(=O)Nc2ccccc2N(C)C)c1	-0.1	-2.0	-1.4	0.7
Cc1cc(-n2cccn2)ccc1CN1CCN(Cc2ccsc2)C(CCO)C1 (stereo not given)	0.2	0.7	-0.4	11.0
Cc1onc(-c2ccccc2Cl)c1C(=O)Oc1ccc(-c2ccccc2)cc1	0.1	-7.4	-1.3	13.2
c1ccc2[nH]c(CN3CCCC3)nc2c1	-0.2	0.7	-1.0	-5.5
Fc1ccc(-c2nnc(CSc3nc4ccccc4[nH]3)o2)cc1	0.1	0.9	-0.3	7.1

Exported as a markdown table: 6 of the compounds above.
| Structure | FBW7 act | TEAD-YAP block | GPR151 ag | MITF primary |
| --- | --- | --- | --- | --- |
| C=CCNC(=O)c1ccc2cnccc2n1 | -0.2 | 15.6 | -0.1 | -3.2 |
| CC12CCC(C(=O)Nc3ccccc3Cl)(C(=O)C1=O)C2(C)C (stereo not given) | 0.2 | -12.0 | 0.7 | 17.0 |
| COc1cc(NC(=O)Nc2cccc(-c3ccc(N4CCCC4)nn3)c2)cc(OC)c1 | -0.3 | -8.2 | -1.7 | -15.8 |
| COCCN(C(=S)Nc1ccccc1C)C(C)c1cccnc1 (stereo not given) | 0.1 | 0.1 | -0.2 | 2.7 |
| COC(=O)CNC(=O)CC1C(=O)NCCN1Cc1ccc(F)cc1 (stereo not given) | 0.1 | -2.0 | -0.9 | -15.4 |
| Cc1cc(C)c(OCC(O)Cn2cnc3cc(C)c(C)cc32)c(C)c1 (stereo not given) | 0.7 | 12.3 | 0.1 | 14.4 |

Next section.
SMILES	FBW7 act	TEAD-YAP block	GPR151 ag	MITF primary
CCC(=O)N1CCN(c2cc(N3CCOCC3)c(F)cc2[N+](=O)[O-])CC1	0.3	0.5	0.8	6.7
CCCCCCC(=O)Nc1cc2c(C)cc(=O)oc2cc1C	0.1	6.2	0.6	8.2
O=C(CSc1nc2[nH]ncc2c(=O)n1-c1cccc(C(F)(F)F)c1)Nc1ccc(Cl)cc1	1.0	16.7	-0.4	-1.0
O=C(Nc1ccc(Br)cc1)C1C2C=CC3(O2)C1C(=O)N(Cc1ccc(F)cc1)C3C(=O)NC1CCCCC1 (stereo not given)	0.0	-3.8	-0.6	-1.0
c1ccc2c(c1)CC(c1nc3ccc(-c4ccncc4)cc3[nH]1)CCO2 (stereo not given)	0.2	41.4*	0.3	-12.4
CC(=O)NCc1nnc2n1CCN(Cc1c(F)cccc1Cl)CC2	0.2	4.7	-0.9	15.8
CCOC(=O)C1=C(C)N(C)C(=S)NC1c1cc(OC)ccc1OC (stereo not given)	-0.1	-1.3	1.5	-3.7
O=C(NCCCN1CCOCC1)c1cc(Cl)cc(-n2ncc3cc(Nc4c(Cl)cccc4Cl)ccc32)c1	-0.1	-5.9	-1.1	-2.8
C=CCNC(=O)C1(c2cccs2)CCOCC1	-0.1	2.8	-0.8	5.5
CC(C)c1ccc(S(=O)(=O)N2CCN(CC(=O)C(C)(C)C)CC2)cc1	-0.1	1.4	-0.2	-13.8
CCOc1cccc2cc(-c3csc(Nc4ccccc4Cl)n3)c(=O)oc12	0.1	6.7	2.0	-0.2
Cc1sc2nc(C(C)C)n3c(=O)n(CC(=O)NCCCN4CCCC4=O)nc3c2c1C	1.2	15.1	-1.2	5.9
CCCNC(=O)Nc1[nH]nc(N2CCCC2)c1C#N	0.0	1.0	-0.4	11.4
CCOC(=O)c1cc(C(C)=O)c(=O)n(C)c1N	0.0	1.6	-1.4	-3.3
Cc1nnc(SCc2ccc(F)cc2)[nH]c1=O	-0.1	-3.7	11.2*	-4.5
O=C(Nc1nc2ccccc2[nH]1)c1ccc(N2CCCCC2)c([N+](=O)[O-])c1	-0.3	-6.1	1.2	20.7
Cc1ccc(NC(=O)Cn2c3ccccc3c(=O)c3ccccc32)cc1Cl	0.0	-5.6	2.5	5.5
COc1cc(C2NC(=S)NC(C)=C2C(=O)N2CCOCC2)ccc1O (stereo not given)	-0.1	7.9	0.8	-6.8
Cc1cc(C(=O)O)ccc1-c1ccc(/C=C(\C#N)C(=O)NCc2ccco2)o1	0.4	-37.1	-0.9	25.9
CCOC(=O)c1sc2nc(SCC(=O)Nc3ccc(N(C)C)cc3)n(Cc3cccs3)c(=O)c2c1C	0.2	-5.6	0.7	6.3

Single records, from the list above.
Cc1sc2nc(C(C)C)n3c(=O)n(CC(=O)NCCCN4CCCC4=O)nc3c2c1C is entered as FBW7 act = 1.2; TEAD-YAP block = 15.1; GPR151 ag = -1.2; MITF primary = 5.9
CCCNS(=O)(=O)c1cccc2nonc12 is entered as FBW7 act = 0.1; TEAD-YAP block = -4.2; GPR151 ag = -1.9; MITF primary = 13.5

Remaining list, next part
SMILES	FBW7 act	TEAD-YAP block	GPR151 ag	MITF primary
COc1ccc(NC(=O)c2cnc(C)cn2)c2ncccc12	0.0	1.4	-0.7	8.6
CC(C)(C)c1cc(C(=O)N2CCc3ccccc3C2)ccn1	-0.1	10.5	-0.4	9.0
CC(C)CSc1nnc(CCNC(=O)Cc2csc(-c3ccccc3)n2)n1C	-0.1	4.8	1.9	-3.1
O=S(=O)(NCC(c1ccco1)N1CCc2ccccc2C1)c1ccc2c(c1)OCCO2 (stereo not given)	-0.1	0.8	-1.3	-4.1
Cc1cccc(C)c1-n1c(N)c(C(=O)NC2CCCCC2)sc1=S	0.1	3.0	4.3	0.3
C=CCOc1c(Br)cc(/C=C2\NC(=S)NC2=O)cc1OC	0.1	-5.0	-1.6	18.8
COc1cc(Nc2c(-c3ccc4c(c3)OCC(=O)N4)c(=O)c2=O)cc(OC)c1	0.1	-5.3	1.6	6.1
COc1ccccc1C(NC(=O)C1CCN(C(=O)c2ccoc2)CC1)c1ccccn1 (stereo not given)	0.3	-0.9	-0.1	14.2
COc1ccc(C2C(C#N)=C(N)OC3=C2CCCC3)cc1 (stereo not given)	0.4	-4.0	-0.3	18.4
Cc1cc(=O)[nH]c(SCc2cccc(Oc3ccccc3)c2)n1	0.0	-2.0	0.2	-7.3
Cc1nc(-c2ccc(N3CCN(C(=O)Cc4cccc5ccccc45)CC3)nc2)no1	0.1	0.6	-1.9	-3.1
COc1ccc(OC)c(NC(=O)c2c(NCc3cccs3)sc3c2CCCCC3)c1	-0.2	-1.4	0.6	-0.5
O=C(Cc1ccc(Br)cc1)OCC(=O)c1ccccc1	0.3	15.6	2.2	2.0
COc1ccc2nc(-c3ccc(NS(=O)(=O)c4cc(C)c(C)cc4C)cc3)cn2n1	0.1	-12.9	1.7	1.7
CCCCCOC(=O)C1=C(C)NC(=O)NC1c1cccc(OCc2ccccc2)c1 (stereo not given)	0.2	-9.5	1.5	20.4
COc1ccc2c(c1)C(=O)CC(O)(C(F)F)O2 (stereo not given)	0.1	5.8	2.9	11.1
Nc1cccc(-c2cc(NCc3nc4ccccc4[nH]3)nc(N)n2)c1	-0.1	4.1	-0.6	-6.5
CCn1c(CSc2ncccn2)nnc1SCC(=O)N1CCCCC1	-0.1	-7.4	0.4	-2.7
COc1ccc(NC(=O)CCNS(=O)(=O)c2cccc3nonc23)cc1Cl	-0.1	0.6	-0.8	55.0*
O=C(Nc1ccccc1-c1nc2ccccc2[nH]1)c1ccc(Cl)cc1	0.0	-11.8	-0.1	9.2
COc1nc(Nc2ccc(Br)cc2)nc(N)c1[N+](=O)[O-]	-0.2	-65.9	-6.3	4.5
COc1cc(NC(=O)c2cnccn2)ccc1NC(=O)C1CCCCC1	0.1	-8.8	-1.3	12.9
COc1cccc(-n2c(O)c(C=Nc3ccccc3F)c(=O)[nH]c2=O)c1	-0.1	11.4	2.0	1.6
COc1ccc(CONc2ncnc3nonc23)cc1[N+](=O)[O-]	0.0	3.5	-3.7	-4.3
CS(=O)(=O)c1ccc2nc(NC(=O)c3ccc([N+](=O)[O-])o3)sc2c1	0.0	8.2	3.1	10.8
COc1ccc(-n2c(=S)[nH]c3cc(C(=O)Nc4cccc5ccccc45)ccc3c2=O)cc1OC	0.1	4.1	0.1	13.9
